TRPV1 ag = HTS Assay for Compounds that Act as Agonists of the Vanilloid Receptor 1; AID 540275, 2011; TRPV1-expressing cells, Fluo-8 calcium influx, agonist mode; activation, % at 8.33 µM; Transient receptor potential cation channel subfamily V member 1 (Homo sapiens), Q8NER1; 320,000 compounds, 0.19% hits; in the data active = activation above about 80%; inconclusive = between about 30% and that limit; note: 0% is about no effect
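TRPV1-expressing cells were cultured overnight at 35.5C and loaded with Fluo-8 calcium dye for 40 to 90 min at room temperature. After a 10 s baseline, compound was added and calcium influx was read kinetically for 3 min (ex 480/em 520 nm).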
Eya2 phos inh = qHTS Assay for Inhibitors of the Phosphatase Activity of Eya2. Protein phosphatase EYA2 (Homo sapiens), O00167. recombinant Eya2, OMFP fluorescence dephosphorylation (OMFP is methylfluorescein phosphate). Potency, µM (highest dose often 76.9 µM), for the others: top-dose activity, negative = inhibition, actives largely listed as inhibitors. 330,000 compounds, 0.006% hits; note: potency is the fitted concentration of half-maximal effect; % is set by controls: 0 for no effect and ±100 for the full control effect
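Eya2 (0.2 uM) preincubated 10 min at ambient with compound, then OMFP substrate added at 50 uM; 10 min reaction in 50 mM HEPES pH 7.5, 50 mM NaCl, 5 uM MgCl2, 0.05% BSA, 1 mM DTT. Fluorescence read at Ex 485/Em 525 nm.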
TSHR antag = Antagonists of the Thyroid Stimulating Hormone Receptor: HTS campaign; 330,000 compounds, 0.2% hits; TSHR-expressing cells, TSH-stimulated cAMP HTRF, 2 h; active compounds read low; AID 504810, 2011; activity change, negative = inhibition, % at 11.5 µM;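 active = activity change below a set negative limit, meaning inhibition stronger than a set level, cut at about -70% in these data; inconclusive = activity change between two set negative limits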; note: % is set by controls: 0 for no effect and ±100 for the full control effect
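Competitive HTRF cAMP read-out (cryptate anti-cAMP antibody, cAMP-d2; 30 min, room temperature) in freshly harvested TSHR cells. Compounds added before TSH at EC80 (4nM final), followed by 2 hours' incubation at 37 deg C.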
KCNH2 3.1 block = qHTS for Inhibitors of KCHN2 3.1: Mutant qHTS. U2OS KCNH2 3.1, thallium flux FluxOr; active compounds read low. 340,000 compounds, 0.95% hits. Potassium voltage-gated channel subfamily H member 2, brain isoform KCNH2 3.1 (human). activity change, % (tested at about 1.8 µM). AID 720553, 2013;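 active = maximum activity change below -70%; inconclusive = maximum activity change from -70% to -50%; inactive = maximum activity change above -50%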;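 note: thallium influx rate constant from kinetic fluorescence after stimulation buffer; % is set by controls: 0 for no effect and ±100 for the full control effect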
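U2OS cells transduced with KCNH2 3.1 mutant virus (1.77 x 10^8 /mL, 4 h), plated overnight at 37 C, loaded 45 min with FluxOr dye plus Red40 quencher. Thallium flux rate constant from kinetic reads after stimulation buffer, normalised to controls.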
hERG WT inh = qHTS for Inhibitors of KCHN2 3.1: Wildtype qHTS; Voltage-gated inwardly rectifying potassium channel KCNH2 (Homo sapiens), Q12809; U2OS, BacMam KCNH2, thallium flux FluxOr; active compounds read low; activity change, % at 1.84 µM; 340,000 compounds, 0.37% hits;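 active = maximum activity change below -70%; inconclusive = maximum activity change between -70% and -50%; inactive = maximum activity change above -50%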; note: % is set by controls: 0 for no effect and ±100 for the full control effect
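U2OS cells transduced with wild-type KCNH2 virus are loaded with FluxOr dye for 45 min, and thallium flux is measured in kinetic reads before and after stimulation buffer. Rate constants are normalized to DMSO controls.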
ELG1 repair inh = qHTS screen for small molecules that inhibit ELG1-dependent DNA repair in human embryonic kidney (HEK293T) cells expressing luciferase-tagged ELG1; 330,000 compounds, 2.3% hits; HEK293T ELG1-luciferase reporter, luminescence, 16 h; DNA damage induced by 5-fluorouridine; Potency, µM (series often up to 46.1 µM), for inactives: at the highest dose activity change, negative = inhibition, most hits filed as inhibitors; note: potency is the fitted concentration of half-maximal effect; % is set by controls: 0 for no effect and ±100 for the full control effect; nearly all actives have a fitted effect of over 55% in size
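Overnight (16 hr) co-exposure of 2,000 cells/well to 5-fluorouridine and compound at 37 °C preceded detection. Luciferase was quantified via ONE-Glo luminescence; loss of signal denotes inhibition.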
USP2a block = qHTS Assay for Inhibitors of Ubiquitin-specific Protease USP2a Using CHOP2 as the Reporter; Ubiquitin carboxyl-terminal hydrolase 2 (Homo sapiens), O75604; USP2 core, Ub-CHOP2 coupled fluorogenic reporter, 485/531; Potency, µM (titrated, usually from 38.3 µM), for inactives: at the top dose activity change, negative = inhibition, most hits filed as inhibitors; 330,000 compounds, 0.01% hits; AID 463254, 2010;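 note: potency is the fitted concentration of half-maximal effect; plate controls were DMSO wells for no effect and full inhibition by NEM control for full effect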
Target sequence (O75604 whole entry, looked up): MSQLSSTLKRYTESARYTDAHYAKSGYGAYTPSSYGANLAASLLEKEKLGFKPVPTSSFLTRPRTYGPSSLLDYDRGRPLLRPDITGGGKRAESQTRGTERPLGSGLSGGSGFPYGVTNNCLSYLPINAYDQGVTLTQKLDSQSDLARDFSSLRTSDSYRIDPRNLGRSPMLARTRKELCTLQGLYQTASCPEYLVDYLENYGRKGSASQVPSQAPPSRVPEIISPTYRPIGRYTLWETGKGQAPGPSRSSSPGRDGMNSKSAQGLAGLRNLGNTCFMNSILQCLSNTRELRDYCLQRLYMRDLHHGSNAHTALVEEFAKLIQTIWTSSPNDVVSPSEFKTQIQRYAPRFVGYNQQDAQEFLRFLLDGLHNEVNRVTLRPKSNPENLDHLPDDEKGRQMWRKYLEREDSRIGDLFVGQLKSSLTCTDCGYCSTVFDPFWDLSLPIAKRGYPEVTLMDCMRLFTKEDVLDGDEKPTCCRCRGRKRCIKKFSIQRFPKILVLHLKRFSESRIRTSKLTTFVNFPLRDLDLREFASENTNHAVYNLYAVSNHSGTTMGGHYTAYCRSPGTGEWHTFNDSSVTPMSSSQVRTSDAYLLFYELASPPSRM
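USP2 core (10nM final) preincubated 30min RT with compound in 20mM Tris-HCl pH 8.0, 2mM CaCl2, 2mM beta-mercaptoethanol, 0.05% CHAPS; 25nM Ub-CHOP2 plus 25nM reporter substrate added, fluorescence (Ex485/Em531) read after 60min.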
Mito fusion yeast = qHTS Assay for Small Molecule Inhibitors of Mitochondrial Division or Activators of Mitochondrial Fusion; S. cerevisiae fusion-defective mutant growth rescue, CellTiterGlo 48 h; Potency, µM (top dose mostly 46.1 µM), for inactives: top-dose growth rescue (activation), hits mostly activators; 320,000 compounds, 0.23% hits;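 note: potency is the fitted concentration of half-maximal effect; % of control where 0% means no effect; nearly all actives have a fitted effect of over 45% in size; temperature-sensitive fusion mutants such as fzo1-1 at 37 °C on non-fermentable ethanol glycerol medium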
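S. cerevisiae fusion-defective temperature-sensitive mutants (e.g. fzo1-1, mgm1-5) grown 48 h at 37C in YPEG (ethanol/glycerol non-fermentable) medium with 23 nl compound per well; growth rescue read as CellTiterGlo luminescence.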
TCR act = Activators of T cell receptors: qHTS campaign; Potency, µM (highest dose often 9.22 µM), without a hit: at the top dose activation of IL-2 secretion, most hits filed as activators; primary human leukocytes, anti-CD3, IL-2 HTRF, 48 h; AID 504894, 2011; 330,000 tested, under 10 active; note: % of control where 0% means no effect
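Readout: HTRF IL-2, Eu-cryptate/d2 antibody pair, 320nm excitation, 665nm emission. Stimulus: a-CD3 beads, no co-stimulation. Cells: primary human leukocytes. Exposure: 48 hr with compound.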
AT treatment = qHTS Assay for Identifying a Potential Treatment of Ataxia-Telangiectasia | […] A-T fibroblasts, KAP-1 phosphorylation AlphaLISA; neocarzinostatin DNA damage 30 min before lysis | Potency, µM (titrated, usually from 57.5 µM), inactives show at the highest dose activation, actives largely listed as activators | 320,000 compounds, 0.19% hits; note: potency is the fitted concentration of half-maximal effect; % of control where 0% means no effect; nearly all actives have a fitted effect of over 45% in size
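ATM-like activity read as KAP-1 phosphorylation via AlphaLISA donor/acceptor antibody pairs after lysis and 6 hr at 25C. Cells were ATM-null patient fibroblasts ([…], hTERT), dosed 60 min, then exposed to the DSB inducer NCS for 30 min.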
* marks the source's active call; other numbers are inactive results; ? = inconclusive; . = not tested or not shown; [ ] = remark or other dose. Unless noted, calls come from the whole dose curve; as a rule, active = well fitted curve in the direction sought with a large enough effect; inconclusive = small, poorly fitted or top-dose-only effect, or another doubt; inactive = no such curve, though single readings can be large; an effect the other way counts as inactive or inconclusive. Only part of the results is shown; rates above refer to the full screens.

SMILES	TRPV1 ag	Eya2 phos inh	TSHR antag	KCNH2 3.1 block	hERG WT inh	ELG1 repair inh	USP2a block	Mito fusion yeast	TCR act	AT treatment
C[C@@H]1CN([C@@H](C)CO)C(=O)Cc2cc(NC(=O)C3CCCCC3)ccc2O[C@H]1CN(C)S(=O)(=O)c1ccccc1	.	8%	4	-10	2	1%	3%	.	5%	-1%
O=C1CN(C(=O)COC(=O)COc2ccc3c(c2)CCC3)c2ccccc2N1	2	2%	-8	2	8	0%	3%	0%	6%	6%
O=C(c1ccco1)N1CCC(c2ccccc2)C1 (centres undefined)	4	-4%	-7	13	1	?	-1%	-3%	0%	-4%
CC(C)(C)N(Cc1ccccc1)C(=O)COC(=O)/C=C/c1ccc2c(c1)OCO2	9	8%	24	13	-2	-17%	2%	-1%	-1%	5%
O=C(COc1ccccc1O)N1CCN(C(=O)c2ccco2)CC1	1	-7%	-6	12	2	19%	1%	0%	-1%	0%
O=C(Nc1ccccn1)N1CCOCC1	-1	5%	8	15	5	?	0%	-2%	3%[46.1 µM]	1%
CCOC(=O)CNC(=O)Cn1cnc2c(cnn2-c2ccc(C)cc2)c1=O	-1	7%	36	-22	-6	-8%	-1%	0%	.	-2%
CC(=O)n1cc([C@@H]2C=C(C(=O)O)O[C@H](OCc3ccc(CO)cc3)C2)c2ccccc21	1	-7%	2	-13	3	19%	-1%	-2%	3%	-9%
CC(NC(=O)c1cccc(C(F)(F)F)c1)C(c1ccccc1)N1CCOCC1 (centres undefined)	-4	-11%	10	-13	0	-2%	-2%	4%	0%	-9%
O=C(Nc1c2c(nn1-c1ccc(F)cc1)CS(=O)C2)c1ccc(Br)o1 (centres undefined)	-4	9%	27	3	-11	13%	1%	2%	0%	10%
COc1ccc(/C=C/C(=O)C23CC4CC(CC(C4)C2)C3)cc1CN1CCOCC1	23	4%	0	-14	5	?	0%	-2%	-8%	-4%
O=c1cc(O)c2ccccc2[nH]1	-1	-5%	-4	-4	13	8%	4%	-1%	0%	3%

An excerpt from above in order of count of non-hydrogen atoms, falling.
SMILES	TRPV1 ag	Eya2 phos inh	TSHR antag	KCNH2 3.1 block	hERG WT inh	ELG1 repair inh	USP2a block	Mito fusion yeast	TCR act	AT treatment
COc1ccc(/C=C/C(=O)C23CC4CC(CC(C4)C2)C3)cc1CN1CCOCC1	23	4%	0	-14	5	?	0%	-2%	-8%	-4%
CCOC(=O)CNC(=O)Cn1cnc2c(cnn2-c2ccc(C)cc2)c1=O	-1	7%	36	-22	-6	-8%	-1%	0%	.	-2%
O=C(c1ccco1)N1CCC(c2ccccc2)C1 (centres undefined)	4	-4%	-7	13	1	?	-1%	-3%	0%	-4%
O=C(Nc1ccccn1)N1CCOCC1	-1	5%	8	15	5	?	0%	-2%	3%[46.1 µM]	1%

Other compounds.
SMILES	TRPV1 ag	Eya2 phos inh	TSHR antag	KCNH2 3.1 block	hERG WT inh	ELG1 repair inh	USP2a block	Mito fusion yeast	TCR act	AT treatment
O=S(=O)(c1ccc(F)c(F)c1)N1CCN(CCc2ccccc2)CC1	18	-13%	11	3	16	-18%	1%	-4%	-7%	-4%
COc1ccc(C2CC(=O)C3=C(C2)Nc2ccccc2N(C(=O)CCC(=O)O)C3c2ccc(F)cc2)cc1 (centres undefined)	1	-27%	-2	-21	-1	0%	3%	-2%	0%	-9%
CCCOc1ccc(CCc2n[nH]c(=S)n2Cc2ccccc2)cc1	-8	-30%	-8	0	-6	-8%	-7%	-12%	.	31%
O=C1CSc2ccc(S(=O)(=O)NCc3ccccc3)cc2N1	17	1%	5	4	1	-13%	-1%	1%	-5%	-4%
COc1ccc(NC(=O)COC(=O)c2ccc(-n3cnnn3)cc2)c([N+](=O)[O-])c1	1	-26%	-7	4	8	12%	0%	-1%	0%	2%
CN(C)c1ccc(C(=O)Nc2ccc(S(=O)(=O)NC3=NCCCCC3)cc2)cc1	-2	0%	-12	2	-15	-1%	1%	5%	1%	11%
O=C1SCCC1NS(=O)(=O)c1ccccc1[N+](=O)[O-] (centres undefined)	-2	7%	4	-1	-6	15%	-1%	4%	-1%	-4%
COC(=O)c1sccc1N/N=C/c1cccc(OC)c1O	15	-19%	-9	-12	3	?	6%	-5%	2%	-2%
C[C@@H]1C=C(C(=O)NCc2nc3ccccc3[nH]2)O[C@H](OCc2ccc(CO)cc2)C1	-2	5%	3	10	-18	-16%	0%	-13%	1%	19%
Cc1cc(=O)[nH]c(N/N=C/c2ccc(-c3ccc([N+](=O)[O-])cc3)o2)n1	0	-10%	-1	16	-10	9%	1%	-6%	13%	2%
N#CCCNc1ccc(OCCC#N)cc1	0	-10%	-5	-1	7	1%	3%	0%	0%	6%
CCOc1ccccc1OCCCC(=O)N(CC)CC(=O)Nc1ccc(NC(C)=O)cc1	0	31%	1	-5	-7	-9%	2%	6%	-1%	-1%
COc1cc(OC)cc(-c2c(C#Cc3ccsc3)c3cc(-c4cccc5[nH]ccc45)ccc3n2C)c1	1	0%	-6	-1	-4	-2%	0%	5%	1%	12%
CCCN(CCO)CCCc1ccccc1	0	-6%	14	2	0	19%	0%	-1%	5%	0%
CCCCCCn1c(SCCOC)nc2c1c(=O)[nH]c(=O)n2C	1	2%	5	33	9	0%	0%	3%	-2%	-24%
CC1(C(=O)O)Cc2ccccc2C(=O)O1 (centres undefined)	6	23%	12	-16	-1	11%	1%	1%	.	.
CCn1c(=N)n(CC(=O)C23CC4CC(CC(C4)C2)C3)c2ccccc21	-10	-16%	-2	7	5	-1%	-1%	?	1%	-3%
COc1ccc(OC)c(-c2cc(C(=O)Nc3cc(C)n(Cc4ccc(Cl)cc4)n3)no2)c1	5	24%	-2	11	8	21µM*	1%	-1%	-20%	-4%
Cc1ccc(S(=O)(=O)N2CCN(C(=O)COC(=O)CCOc3cc(C)ccc3C)CC2)cc1	3	-19%	.	-13	-2	-3%	-2%	23%	14%	7%
Cc1ccc(NC(=O)c2cccs2)cc1	?	1%	-3	16	-4	?	2%	0%	-3%	-4%
CC(=O)NNc1cc(=O)c2c(=O)n(C)c(=O)n(C)c2[nH]1	-4	13%	-3	6	-5	8%	-1%	-2%	0%	3%
O=C(O)c1ccccc1SCc1ccc2c(c1)OCO2	-2	.	.	-9	0	.	.	2%	2%	.
O=C(Cn1cc(C(=O)C(F)(F)F)c2cc(Br)ccc21)N1CCOCC1	26	-2%	-11	-6	6	1%	-1%	0%	2%	1%
c1cc2c(cc1C1=Nn3c(nnc3C3CCCCC3)SC1)OCO2	?	-7%	8	-12	0	?	-6%	9%	-2%	.
Cc1cc(C)c2[nH]c(=O)c(=O)[nH]c2c1	5	-2%	48	-2	6	-4%	-2%	8%	0%[46.1 µM]	12%
Cc1nc2sc3c(c2c(=O)[nH]1)CCC3	1	-12%	9	7	13	13%	1%	11%	-3%	3%
CCOc1ccccc1NC(=O)CSc1nnc(CNC(=O)c2cccs2)o1	1	-23%	25	22	5	16%	2%	-3%	-2%	5%

Looked up by compound from the list above:
SMILES	TRPV1 ag	Eya2 phos inh	TSHR antag	KCNH2 3.1 block	hERG WT inh	ELG1 repair inh	USP2a block	Mito fusion yeast	TCR act	AT treatment
Cc1nc2sc3c(c2c(=O)[nH]1)CCC3	1	-12%	9	7	13	13%	1%	11%	-3%	3%
COc1cc(OC)cc(-c2c(C#Cc3ccsc3)c3cc(-c4cccc5[nH]ccc45)ccc3n2C)c1	1	0%	-6	-1	-4	-2%	0%	5%	1%	12%

Bioassay records deposited in PubChem BioAssay by National Center for Advancing Translational Sciences (NCATS).
